Screening results (PubChem)
LDHA inh – qHTS assay for inhibitors of human lactate dehydrogenase; purified LDHA, NADH/diaphorase-resazurin fluorescence; stronger effect = lower value; 0.15% of 480,000 active; activity change, % (values are at about 110 or 230 µM); AID 1347041, 2019; L-lactate dehydrogenase A chain (Homo sapiens), P00338; in the data active = activity change below about -30%;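 also: plate controls were DMSO wells for no effect and wells without enzyme for full effect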
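Enzyme activity of human lactate dehydrogenase 5 (2 nM; 0.06 mM NADH, 0.2 mM pyruvate, 5 min, RT) is measured via a resazurin/diaphorase fluorescence readout of residual NADH.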
An asterisk follows results filed as active.

molecule,LDHA inh
CCCCCn1nc(C(=O)Nc2cc(S(=O)(=O)N(C)C)ccc2OC)c2ccccc2c1=O,-9
Oc1ccc(-c2ccccc2F)c2cccnc12,7
O=S(=O)(Nc1ccc(-c2ccc(N3CCCCCC3)nn2)cc1)c1ccc(Cl)s1,7
Cc1c(-c2ccccc2)nc2ccccc2c1C(=O)OCC(=O)NC(C)C,3
O=C(NCC#Cc1ccccc1)NNC(=O)c1cccnc1,0
CCOC(=O)NC(C(=O)NCc1ccc(OC)cc1)C(C)C (stereo not drawn),4
CCN(CC)C(=O)Cc1c(C)[nH]c2ccc(F)cc12,3
Cc1c(S(=O)(=O)c2ccccc2)c(N)n(Cc2cccs2)c1C,-4
COc1ccc(C(=O)Nc2ccc3oc(-c4ccccc4C)nc3c2)cc1OC,0
COc1cccc(CN(C(=O)c2sc3cc(C)ccc3c2Cl)C2CCS(=O)(=O)C2)c1 (stereo not drawn),4

(further entries)
molecule,LDHA inh
COc1ccc(NC(=O)Cc2ccc3c(c2)OCCCO3)cn1,-8
CC(C)NC(=S)NCc1cccc(Cl)c1,2
Cc1c(P(=S)(c2ccccc2)c2ccccc2)c2ccccc2n1CCCc1ccccc1,-11
C=CCNC(=O)COC(=O)c1cc(C)nc2ccccc12,2
Cc1ccccc1-c1nc(S(=O)(=O)c2ccc3c(c2)OCCO3)c(NCCN2CCOCC2)o1,8
O=C(O)COc1ccc(/C=N/O)cc1,-1
CC(C)C(NC(=O)CSc1nc2cc([N+](=O)[O-])ccc2o1)c1ccccc1 (stereo not drawn),3
O=CNNC(=S)NCc1ccco1,1
N#Cc1cccc(Cn2cnc3c(Cl)cc(Cl)cc3c2=O)c1,-3
O=C(NCc1ccccc1)C(C1CC1)n1c(-c2cccs2)nc2ccccc21 (stereo not drawn),1

Further records follow:
molecule,LDHA inh
CCCCC(=O)Nc1nc(-c2ccc(F)cc2NC(C)=O)cs1,8
Cc1ccc(C)c(NC(=O)Cn2ccn(-c3cccc(Cl)c3)c(=O)c2=O)c1,0
O=C(CCc1ncc(-c2ccc(F)cc2)o1)N1CCN(S(=O)(=O)c2ccc(F)cc2)CC1,7
CN(CC(=O)Nc1ccc2c(c1)OC1(CCCC1)O2)S(=O)(=O)c1cccs1,9
Cc1ccc(C(=O)OCC(=O)OC2CC(C)CCC2C(C)C)s1 (stereo not drawn),-3
CCN(CC)S(=O)(=O)c1cccc(NC(=S)Nc2cc(C)ccc2C)c1,6
CN(Cc1nc2ccccc2o1)Cc1ccc(Cl)cc1Cl,5
NCc1ccc(C(=O)N2CCCC2)cc1,-2
Cc1ccc(-c2cc(C(=O)Nc3ccccn3)c3ccccc3n2)s1,16
CCC(C)NC(=O)Cn1c(=O)c2c(C)cc(C)nc2n(-c2ccccc2OC)c1=O (stereo not drawn),-10

Some of these compounds in order of formula weight, high to low:
molecule,LDHA inh
CCC(C)NC(=O)Cn1c(=O)c2c(C)cc(C)nc2n(-c2ccccc2OC)c1=O (stereo not drawn),-10
CCN(CC)S(=O)(=O)c1cccc(NC(=S)Nc2cc(C)ccc2C)c1,6
Cc1ccc(C)c(NC(=O)Cn2ccn(-c3cccc(Cl)c3)c(=O)c2=O)c1,0

New compounds follow
molecule,LDHA inh
O=C(NCCN1CCN(C(=O)CCc2c[nH]c3ccccc23)CC1)c1ccco1,-4
COc1ccccc1OC(C)C(=O)c1ccc(Cl)cc1 (stereo not drawn),-3
Cc1cc(C)cc(NC(=O)Cn2ccn(-c3ccc(F)c(F)c3)c(=O)c2=O)c1,4
CC(C)c1nn(C)c(Cl)c1CNCc1ccc2c(c1)OCCO2,4
Cc1ccc(S(=O)(=O)NCCO)cc1C(=O)O,2
OCCCNC(=S)NCc1ccccc1,2
CC(NC(=O)c1cccs1)C1CC2CCC1C2 (stereo not drawn),5
COc1ccccc1-c1cc2ccccc2oc1=O,-15
Cc1cc(C)c(C)c(SC(C)C(=O)NC2CCCC2)c1C (stereo not drawn),-5
Cc1ccc2c(Cl)cc(Cl)c(OCC(=O)NC(=O)NC3CCCC3)c2n1,17

Single entries from the results shown:
LDHA inh result of Cc1ccc(S(=O)(=O)NCCO)cc1C(=O)O → 2
LDHA inh result of CC(C)c1nn(C)c(Cl)c1CNCc1ccc2c(c1)OCCO2 → 4
LDHA inh result of Cc1ccc2c(Cl)cc(Cl)c(OCC(=O)NC(=O)NC3CCCC3)c2n1 → 17
LDHA inh result of COc1ccccc1OC(C)C(=O)c1ccc(Cl)cc1 (stereo not drawn) → -3
LDHA inh result of COc1ccccc1-c1cc2ccccc2oc1=O → -15
LDHA inh result of O=C(NCCN1CCN(C(=O)CCc2c[nH]c3ccccc23)CC1)c1ccco1 → -4

(next part)
molecule,LDHA inh
CC(C)=CC1C(C(=O)NNC(=O)C2CC2)C1(C)C (stereo not drawn),3
CCCCCCCNC(=S)Nc1ccccc1F,0
CC(C)c1ccc(NC(=O)Cn2cc(C#N)c3ccccc32)cc1,5
CCOC(=O)C1=CCC(c2cc3ccccc3[nH]2)NC1 (stereo not drawn),-6
Cc1cc(NC(=O)c2cc(-c3ccc(Br)cc3)nc3ccccc23)nn1C,8
O=C(Nc1cccnc1Oc1ccccc1)c1cc(F)ccc1Br,3
OCCC#Cc1ccc(N2C(c3ccsc3)=Cc3ccc(F)cc3C2c2c[nH]c3ccccc23)cc1 (stereo not drawn),-2
O=C(Nc1ccc(Cl)cc1)c1ccc2c(c1)CCC2,1
COc1ccc(C(=O)NCc2coc(-c3cccs3)n2)c(O)c1,3
CCCN1CNc2c(c(=O)[nH]c(=S)n2CCc2ccccc2C)C1,-1

Next part
molecule,LDHA inh
CCN1CCN(CCNC(=O)CC2CCN(C(=O)c3cc(OC)c(OC)c(OC)c3)CC2)CC1,3
O=C(O)C(c1c[nH]c2cc(F)ccc12)N1CCN(c2cccc(Cl)c2)CC1 (stereo not drawn),0
O=C(OCCOc1ccccc1)c1ccc2nccnc2c1,7
COCCCNCc1cccc2ccccc12,9
CCCCC(=O)NC1(C(F)(F)F)C(=O)N(Cc2ccccc2)C(C)=C1C(C)=O (stereo not drawn),3
Cc1ccc(C(=O)NC(C)C2CCCO2)cc1 (stereo not drawn),2
CCCCn1nc(C(=O)Nc2ccccc2)c2ccccc2c1=O,2
CC(C1CC1)N(Cc1ccccc1)C(=O)CSc1cc(C(N)=O)c2ccccc2n1 (stereo not drawn),-18
CCCCC(=O)Nc1sc2c(c1-c1nc3ccccc3s1)CCN(C(C)C)C2,11
CCn1c(C)c(C(C)=O)c2cc(OCC(O)CN3CCCCC3)ccc21 (stereo not drawn),9

(list continues)
molecule,LDHA inh
Cc1ccc(NC(C)C(=O)Nc2sccc2C#N)cc1C (stereo not drawn),11
Cn1c(=O)c2c(nc(Cl)n2Cc2nc(-c3ccc(F)cc3)no2)n(C)c1=O,0
COc1cc(C)c(C(C)C)cc1S(=O)(=O)n1ccnc1C(C)C,12
COc1cc(C(=O)CCN(C)C)cc(OC)c1OC,-1
CC(Sc1nc2ccccc2o1)C(=O)NC1CCCC1 (stereo not drawn),-2
N#Cc1nc(-c2ccc(S(=O)(=O)N3CCOCC3)cc2)oc1N1CCN(Cc2ccccc2)CC1,8
NC(=O)NC(=O)CSc1nc(-c2ccccc2)c(-c2ccccc2)o1,3
CC(NC(=O)c1nccnc1N)c1cccs1 (stereo not drawn),-5
COc1cccc(C(=O)Nc2oc3ccccc3c(=O)c2-c2ccccc2)c1,6
CC(SC1CCCC1)C(=O)Nc1cccc(C#N)c1 (stereo not drawn),-2

Other entries follow:
molecule,LDHA inh
O=CN1CCN(C(=O)Cn2ccc3ccc(OCc4ccccc4)cc32)CC1,23
CC(C)CNC(=O)NCC(=O)N1CCc2ccccc21,7
CCC(C(=O)c1ccccc1)n1c(N2CCN(C)CC2)nc2c1c(=O)n(C)c(=O)n2C (stereo not drawn),-6
Cc1ccc(NC(=O)COc2ncnc3ccccc23)c([N+](=O)[O-])c1,-4
O=C(CSc1ncc(-c2ccc(F)cc2)o1)Nc1ccc(F)c(F)c1,-17
O=C(CCc1ncc(-c2ccccc2)o1)N1CCCN(Cc2ccc(F)cc2)CC1,-1
Cc1ccc(NS(=O)(=O)c2ccc(C(=O)OCC(=O)c3ccc[nH]3)cc2)cc1,3
CCOCCCNC(=O)CSCc1nc(-c2ccc(C)cc2)oc1C,-34*
N#Cc1cccc(OCc2cccc3cccnc23)c1,1
Cc1ccc(NC(=O)C23CCC(C)(C(=O)C2)C3(C)C)c(C)c1 (stereo not drawn),-6

Structures listed so far shown as hits in LDHA inh:
molecule,LDHA inh
CCOCCCNC(=O)CSCc1nc(-c2ccc(C)cc2)oc1C,-34*

(cont.)
molecule,LDHA inh
CSc1nc(C)cc(C(=O)O)n1,3
COc1ccc(/C=C2\Oc3cc(OC(=O)C(C)(C)C)ccc3C2=O)c(OC)c1OC,-10
CC(NCc1cccc(C#N)c1)c1cccc(Br)c1 (stereo not drawn),1
N#Cc1cn(CC(=O)Nc2cc(F)cc(F)c2)c2ccccc12,0
Cc1cn2c3c(=O)[nH]c(=O)n(C)c3nc2n1CCCN1CCN(c2ccccc2)CC1,9
Cc1ccc(C(=O)Nc2ccc3oc(-c4cccnc4)nc3c2)cc1[N+](=O)[O-],-7
CC(C)CCNC(=O)COC(=O)c1cc(-c2ccco2)nc2ccccc12,-11
CC(C)Cn1c(N)c(-c2csc(Nc3ccc(Cl)cc3)n2)c(=O)n(C)c1=O,5
NC(=O)c1ccsc1NC(=O)COC(=O)c1cccc(Cl)c1Cl,-3
COc1ccc(C(CC(=O)Nc2cccc(-c3ccno3)c2)n2cccc2)cc1 (stereo not drawn),2

Additional results
molecule,LDHA inh
O=S(=O)(Nc1nc2ccccc2nc1Nc1ccc(F)cc1)c1cccc(Cl)c1,4
Cc1oc(-c2ccccc2)nc1C(=O)Nc1cccc(F)c1,9
Cc1cccc(CN2CCN(Cn3nc(C)c4ccccc4c3=O)CC2)c1,1
CC(=O)Nc1ccc(-c2csc(Nc3ccc(C)cc3)n2)cc1,1
CC(C)CCNc1nc(C(=O)OC(C)C(N)=O)cs1 (stereo not drawn),1
CN(Cc1ccccc1)C(=O)c1cc(=O)c2ccccc2o1,1
CCOC(=O)N1CCN(C(C(=O)O)c2c[nH]c3ccccc23)CC1 (stereo not drawn),-2
CN(C)C(=O)COc1ccccc1-c1noc(-c2ccc(S(=O)(=O)NC3CC3)o2)n1,-1
CCCOC(=O)c1cc(-c2ccc(OC)cc2)nc2ccccc12,11
CCOc1ccccc1C(=O)Nc1ccc(OC)c2ncccc12,22

New compounds follow.
molecule,LDHA inh
COc1ccc(C(=O)Sc2ccc(C)cc2)cc1,11
O=C(NC1(C(F)(F)F)C(=O)Nc2c1c(=O)[nH]c(=O)n2-c1ccc(Cl)cc1)c1cccs1 (stereo not drawn),-13
CCCC(=O)Nc1ccc(O)c(-c2nc3cc(C)cc(C)c3o2)c1,13
O=C(C1CCCN(Cc2cccc3ccccc23)C1)N1CCCCC1 (stereo not drawn),-3
CC1CCCCC1NC(=O)c1cc(Sc2cccc(Cl)c2)nc2ccccc12 (stereo not drawn),12
COC(=O)[C@@]12C[C@@H](CC(=O)N3CCOCC3)C(=O)N(CCc3ccc(OC)c(OC)c3)C1=CCC(C)(C)C2,-11
CSc1ncc(C(=O)NCc2ccccc2)c(N)n1,0
CCC(NC(=O)C1CCOC1)C12CC3CC(CC(C3)C1)C2 (stereo not drawn),8
CCC(=O)N1CCN(c2oc(/C=C/c3ccc(C)cc3)nc2C#N)CC1,-1
O=C(CCc1ccc(Cl)s1)NC1CCN(CC(F)F)CC1,9

(listing goes on)
molecule,LDHA inh
CCCc1cc(=O)[nH]c(SCc2nc(-c3ccc(C)c(F)c3)no2)n1,4
OCCNc1nc(N2CCOCC2)nc2ccccc12,1
CN(CCO)c1ccc2c(c1)OC[C@H](Cc1ccccc1)NS2(=O)=O,-11
Cc1ccc(COC(=O)c2ccccc2C(=O)c2ccc(Cl)cc2)cc1,7
N#Cc1c(SCCN2CCOCC2)nc(N2CCCCC2)c2c1CCCC2,-9
COc1cc(/C=C/c2nc(C#N)c(NCCCN3CCOCC3)o2)cc(OC)c1OC,2
Fc1ccccc1-c1csc(NCc2ccco2)n1,-1
CC(=O)Nc1cc(NCC(=O)NC2(C#N)CCCCC2)ccc1F,47
O=C(CSc1nnc(Cc2cc(=O)[nH]c(=O)[nH]2)n1-c1ccc(F)cc1)c1ccccc1,3
CC(=O)Nc1c(-c2ccc(Cl)cc2)c(C)nn1-c1ccc(C(=O)NCc2cccnc2)cc1,-2

Two of the compounds above, field by field:
CC(=O)Nc1cc(NCC(=O)NC2(C#N)CCCCC2)ccc1F
  LDHA inh = 47
O=C(CSc1nnc(Cc2cc(=O)[nH]c(=O)[nH]2)n1-c1ccc(F)cc1)c1ccccc1
  LDHA inh = 3

(continued)
molecule,LDHA inh
C[N+](C)(C)CCCCOC(=O)C12CC3CC(CC(C3)C1)C2,-18
Cc1cccc(C(=O)N2CCCC(c3nc4ccccc4[nH]3)C2)c1 (stereo not drawn),-8
CN(CCc1ccncc1)C(=O)c1cc(C2CC2)nc2ccccc12,-1
O=C(COC(=O)c1cnc2ccccc2n1)NC12CC3CC(CC(C3)C1)C2,-5
O=C(CCc1ccco1)OCC(=O)c1ccc2c(c1)OCO2,7
COC(=O)CCn1c(SC(C)C(=O)c2ccccc2)nc2ccccc2c1=O (stereo not drawn),3
N#CC1(NC(=O)CN(CCCO)CC(F)(F)F)CCCCCC1,3
Fc1ccc(CN2CCCN(Cc3nnsc3Cl)CC2)cc1,11
CCc1ccc(-c2cn[nH]c2C=O)cc1,4
Cc1ccc(NC(=O)c2cc3cc(Cl)ccc3oc2=O)cc1,-1

(cont.)
molecule,LDHA inh
CCCCCCOc1ccc(/C=C(/C#N)C(=O)c2ccccc2)cc1,0
CN(C(=O)c1ccc(C(C)(C)C)cc1)c1c(F)cccc1F,1
CCOC(=O)c1c(C)c(-c2ccccc2)n(CC(=O)Nc2cc(OC)ccc2OC)c1C,-18
Cc1cc(C)nc(SCc2nc3cc(NC(=O)c4ccc(F)c(Cl)c4)ccc3n2C)n1,-7

These rows are one share of the data, so the mix of outcomes need not match the whole.
